# Lipid storage S3: qHTS Assay for Lipid Storage Modulators in Drosophila S3 Cells; Drosophila S3 cells, BODIPY lipid droplet fluorescence, 18-24 h; cells fed with added oleic acid; Potency in µM for hits, for the others lipid storage change, negative = inhibition, % at the top dose, mostly 46.1 µM; hit rate 0.64% among 320,000; AID 2685; active = well fitted inhibition curve with a large enough effect in the signal ratio, with a control signal flat, not every such curve was filed as active; inconclusive = small, poorly fitted or top-dose-only effect, or effect the other way, or a change in a side signal; the % refers to the signal ratio
#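 Drosophila S3 cells got compounds at several concentrations plus oleic acid (400 uM solution). Laser-scanning cytometry with 488 nm excitation read lipid droplets at 500-530 nm and cells at 575-640 nm. Percent activity was relative to 20 uM Triacsin C.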
# Lipid storage S3 cell count max: also measured in Lipid storage S3; calls as there; cell number change, %; measured here: cell count max response;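 cells counted by Cell Tracker Red CMTPX staining in the red channel; peak over a dose series mostly up to 46.1 µM; percent activity relative to internal control wells on each plate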
# Numbers without * were called inactive; i = inactive; u = inconclusive; x = no result given; [ ] = another dose, or the depositor's remark. % is scaled to controls: 0 for no effect and ±100 for the full control effect; potency is read from the fitted curve at half-maximal effect.
SMILES,Lipid storage S3,Lipid storage S3 cell count max
COc1ccc(C(=O)Nc2cccc3nc(C)ccc23)cc1OC,23%,11
CN(c1ccc(OCC(=O)NCCc2ccccc2)cc1)S(=O)(=O)c1ccc(Cl)cc1,u,x
C/C(=N\O)C(=O)NCC1CCNCC1,16%,0
Cc1ccc(CN(C(=O)Cn2nnc3ccccc32)C(C(=O)NCc2ccco2)c2ccc(C)o2)cc1 (centres undefined),0%,-17
Cc1ccc(C(=O)NCC(c2ccco2)N2CCc3ccccc3C2)cc1C (centres undefined),u,x
COC(=O)c1cc(NC(=O)c2cccnc2)cc(C(=O)OC)c1,u,x
CCN(CC(=O)Nc1c(F)cccc1F)C(=O)CNC(=O)C1CCCCC1,u,x
Cc1ccc(CONC(=O)/N=C/N(C)C)cc1,u,x
CCOC(=O)/C(=C/C=C1\Sc2cc(OCC)c(OCC)cc2N1CC)C(C)=O,u,x
C[n+]1ccccc1/C=C/c1ccc2ncccc2c1,u,x
COc1ccccc1C(=O)NN=C1CCN(Cc2ccccc2)CC1,3%,7
CC1C(=O)N(Cc2ccc(F)cc2)c2ccccc2N1C(=O)c1c(F)cccc1F (centres undefined),u,x
Cc1ccccc1OCC1Cn2c(nc3c2c(=O)n(C)c(=O)n3C)O1 (centres undefined),u,x
O=C(CN1CCN(c2ccc(Cl)cc2)CC1)NCc1cccs1,u,x
Cc1ccc(-c2[nH]nc(N)c2N=Nc2ccccc2C)cc1,u,x
O=C(CN1C(=O)c2ccccc2C1=O)Nc1ccc2c(c1)OCO2,27%,10
COc1ccc(C(=O)NCC(=O)N/N=C/C=C/c2ccccc2)cc1OC,1%,19
O=C(CNC(=O)c1ccc(N2C(=O)c3ccccc3C2=O)cc1)OCC(=O)c1ccccc1,u,x
O=C(Cn1ccc2ccccc2c1=O)NCCC(=O)NC1CCN(Cc2ccccc2)CC1,i,x
O=C(C1=C[C@@H](C2CC2)C[C@@H](OCCCCO)O1)N1CCN(Cc2ccccc2)CC1,1%,1
Cc1cccc(OCCC(=O)Nc2ccc(C)c(S(=O)(=O)N3CCCCC3)c2)c1,-11%,1
CN(C)C1(CNC(=O)C2CCN(S(=O)(=O)c3cccc(C(F)(F)F)c3)CC2)CCCCC1,u,x
CCC1CCCN1Cn1cnc2c([nH]c3ccc(OC)cc32)c1=O (centres undefined),i,x
Cc1ccc(CN2C(=O)N/C(=C\c3ccc(N4CCOCC4)cc3)C2=O)cc1,u,x
CCC(CC)c1nnc(NC(=O)c2ccco2)s1,u,x
CCOC(=O)c1ccc(NC(=O)Nc2ccccn2)cc1,4%,-14
Cc1cc(=O)oc2cc(OCC(=O)Nc3cccc(S(=O)(=O)N(C)C)c3)ccc12,u,x
CCOCCCNC(=O)c1ccc(N2CCCC2)c(NS(=O)(=O)c2ccc(C)cc2)c1,0%,-11
O=C(/C=C/c1ccccc1Cl)NC1CCCCC1,-13%,2
Cc1c(NC(=O)c2cc(-c3ccco3)on2)c(=O)n(-c2ccccc2)n1C,10%,4
COCCSc1nnc(NC(=O)C2CC(=O)N(c3ccc(C)cc3)C2)s1 (centres undefined),u,x
COc1cccc(CCNC(=O)c2ccc(C#N)cc2)c1,-12%,-4
Cc1ccc2nc(N(CCN(C)C)C(=O)/C=C/c3cccs3)sc2c1,u,x
CCC(CC)COC(=O)C(C#N)c1nc2ccccc2nc1N1CCOCC1 (centres undefined),u,x
Cc1cc(NC(=O)C(C)SCC(=O)Nc2ccc(Br)cc2Br)no1 (centres undefined),u,x
Cc1nnn(C23CC4CC(CC(CC(=O)Nc5cccc(F)c5)(C4)C2)C3)n1,u,x
O=C(Nc1ccccc1)c1oc2ccccc2c1NC(=O)C1CC1,7%,0
CCCC(=O)Oc1ccc2c(C)cc(=O)oc2c1,u,x
C=C(C)CSc1nc2sc3c(c2c(=O)n1C1CCCCC1)CCN(C)C3,-19%,0
O=C(CCCCCCCCC(=O)N/N=C/c1ccco1)N/N=C/c1ccco1,u,x
CCOC(=O)c1sc(NC(=O)c2sc(C)nc2C)nc1C,u,x
CCOc1ccc(/C=C/C(=O)Nc2ccc(N3CCOCC3)cc2)cc1,i,x
CCN(C(=O)c1cc2cccc(OC)c2oc1=O)c1ccccc1,i,15
Cc1ccccc1OCCCCc1c(C)n[nH]c1C,u,x
Cc1oc2cc3oc(=O)cc(C)c3cc2c1C,u,x
COCc1cc(C)nc(SCC(=O)Oc2ccccc2)c1C#N,u,x
Cc1csc2c(N3CCCCC3)ncnc12,u,x
O=C(Cc1c(F)cccc1Cl)N1CCOCC1,0%,11
O=C(CCC(=O)Nc1ccccc1)NNC(=O)c1cccs1,-13%,1
CN1CCN(c2nc(-c3ccncc3)nc3ccccc23)CC1,3%,-13
Cc1ccc(C)c(N2CCN(S(=O)(=O)c3c(C)[nH]c(C)c3C(=O)N3CCCCC3)CC2)c1,i,x
CCOC(=O)N1CCN(C(=O)/C=C/c2c(C)nn(-c3ccc(F)cc3)c2Cl)CC1,-7%,-8
Cc1ccc(CC2SC(N=C(N)N)=NC2=O)cc1 (centres undefined),15%,13
CCOC(=O)CSc1nc2sc3c(c2c(=O)n1-c1ccccc1)CCN(C(C)C)C3,0%,9
N=C1C(c2nc(-c3ccc(F)cc3)cs2)=C(O)CN1CCCN1CCOCC1,u,x
COc1ccccc1OCCC(=O)OCC(=O)NCc1ccc(Cl)cc1,u,x
COc1ccc2sc(-c3ccccc3OC)c(-c3ccc4c(c3)OCCO4)c2c1,i,-25
COc1ccc(C(=O)Oc2cc(C)c(CN3CCOCC3)cc2C)cc1OC,u,x
Cc1noc(C)c1CNCc1ccccc1,u,x
COCCNC(=S)N(C)C1(c2ccccc2Cl)CCCCC1=O (centres undefined),u,x

# Later entries.
SMILES,Lipid storage S3,Lipid storage S3 cell count max
CC(=O)c1cc(F)ccc1OCC(=O)N1CCCc2ccccc21,u,x
COCCCN1C(=O)C(=O)/C(=C(/O)c2ccc(S(=O)(=O)N3CCCCC3)cc2)C1c1cccc(OC)c1 (centres undefined),u,x
Cc1cc(C(=O)Nc2ccc3c(c2)CCC3)c2ccccc2n1,-8%,x
O=C(CN(CC1CCCO1)C(=O)CNS(=O)(=O)c1ccc(F)cc1)NCc1ccc(F)cc1 (centres undefined),u,x
O=C(O)c1ccc(-c2nc(-c3ccc(Cl)cc3)cs2)cc1,u,x
C=CCOn1c(=O)c(-c2cccs2)[n+]([O-])c2ccccc21,u,x
CCn1c(C2CCN(S(=O)(=O)c3ccc(OC)cc3)CC2)n[nH]c1=S,u,x
CC(C)CC1NC(=O)N(CC(=O)Nc2ccc(OC(F)F)cc2)C1=O (centres undefined),-21%[0.0737 µM],x
Cc1ccc(S(=O)(=O)Nc2nc(-c3ccc(F)cc3)cs2)cc1,-5%,0
Cc1cc(C)c2c(N)c(C(=O)c3ccc(Cl)c(Cl)c3)sc2n1,3%,4
CC(=O)Nc1ncc(Cc2cccc(Cl)c2Cl)s1,i,x
N#CC[C@H](Cc1ccccc1)N1CC[C@@H](O)CCC1=O,u,x
Cc1nc(N)c(Cc2ccc(Cl)cc2Cl)c(N)n1,u,x
O=C(O)C1CCCN1S(=O)(=O)c1cccc(S(=O)(=O)N2CCCC2C(=O)O)c1 (centres undefined),u,x
CCOc1ccc(-c2cnc3n2CCCCC3)cc1,12%,-2
Nn1c(Cc2ccccc2F)n[nH]c1=S,u,x
O=C(CSc1nnc(Cc2cc(=O)[nH]c(=O)[nH]2)n1-c1ccc(Cl)cc1)NC1CCCC1,u,x
Cc1ccc(-c2nn(-c3ccccc3)cc2C(=O)N2CCOCC2)cc1,u,x
CCCCN1C2CCCC1CC(NC(=O)C1CCCCC1)C2 (centres undefined),-5%,3
COc1ccc(CN(Cc2cc3cc(C)ccc3[nH]c2=O)C(=O)N(C)C)cc1,u,x
CCOc1ccccc1NC(=O)C1CCCN(S(=O)(=O)c2c(C)[nH]c(=O)[nH]c2=O)C1 (centres undefined),i,-2
C=CCNC(=O)COc1cc(C)ccc1C,u,x
COc1ccc(NC2CCCN(C(=O)CCn3cccn3)C2)cc1 (centres undefined),u,x
COc1ccc(-c2nc3ncccc3n2O)cc1,13%,13
COc1cccc(C(=O)Nc2ccc(C3CC3(Cl)Cl)cc2)c1 (centres undefined),16%[9.22 µM],x
O=C(c1ccncc1)N1CCc2ccccc2C1,15%,1
CS(=O)(=O)c1ccc(Cl)c(NC(=O)CCCc2nc3ccccc3c(=O)[nH]2)c1,u,x
CC(=O)NCCn1c(SCc2ccc(C)cc2)nc2ccccc2c1=O,u,x
COCCNc1c(-c2ccc(OC)cc2)nc2ccc(Cl)cn12,u,x
COc1ccc(CCn2c(-c3ccco3)nc3nc4ccccc4nc32)cc1OC,15%,-2
O=C(NNS(=O)(=O)c1ccc(Cl)cc1)C1CCN(Cc2ccccc2)CC1,15%,1
O=C(Oc1cccc(NC(=O)c2ccco2)c1)c1cccc(S(=O)(=O)N2CCCC2)c1,12%,0
S=C(NCCCN1CCOCC1)N1CCN(c2nc(-c3ccc(Cl)cc3)cs2)CC1,0%,-1
Cc1cccc(C(=O)OCC(=O)c2c(C)[nH]c3ccccc23)c1O,u,x
CCc1ccc(NC(=O)Cc2cn(C)c3ccccc23)cc1,u,x
COc1ccc2c(c1)c(C(O)CN1CCC(Cc3ccccc3)CC1)c(C)n2C (centres undefined),-6%,-15
O=C(Nc1ccc(S(=O)(=O)Nc2ncccn2)cc1)c1cccc(S(=O)(=O)N2CCCC2)c1,-5%,10
CC(C)c1onc(C(=O)N2CCOCC2)c1[N+](=O)[O-],2%,-1
CCOC(=O)c1cccc(NC(=O)CSc2nnc(C3CCCCC3)n2CC)c1,-15%,-25
O=C(Nc1ccccc1OC(F)F)c1ccccc1,u,x
CCOc1ccc(/C=N/n2c(C)nnc2C)cc1OC,i,x
CN1C(=O)C2(C(C#N)=C(N)N(c3ccc(Cl)cc3)C3=C2C(=O)CC(C)(C)C3)c2ccccc21 (centres undefined),u,x
O=C(/C=C/Sc1ccc(C(F)(F)F)cn1)c1ccccc1,3%,-15
COc1cccc(COc2ncnc3sccc23)c1,28%,x
Cc1cc([N+](=O)[O-])c2c(c1C)C1C=CCC1C(c1ccccn1)N2 (centres undefined),u,x
Cc1ccc(S(=O)(=O)N2CCN(C3CC(=O)N(CCc4ccccc4)C3=O)CC2)cc1C (centres undefined),u,x
OCCNc1nc(Nc2ccc(Cl)c(Cl)c2)nc2ccccc12,u,x
Cc1nn(-c2ccccc2)c2nc(-c3ccccc3)cc(C(=O)N3CCOCC3)c12,u,x
O=C(Nc1ccc2ccccc2c1)[C@@H]1C[C@H]1[C@@H](NP(=O)(c1ccccc1)c1ccccc1)c1ccccc1,u,x
Cc1ccc(Oc2c(CO)c(-c3ccccc3)nn2C)cc1,i,x
CCOC(=O)N1CCN(C(=O)c2cc3n(n2)C(C(F)(F)F)CC(c2ccc4c(c2)OCO4)N3)CC1 (centres undefined),u,x
O=[n+]1cc(-c2ccccc2)n([O-])c2c1CCCCC2,u,x
O=C(CCn1cccc1)NCc1ccc2c(c1)OCO2,6%,0
CN(C)S(=O)(=O)c1ccc(N2CCCC2)c(C(=O)NNC(=O)COc2ccccc2F)c1,u,x
Cc1cccc(N(CC(=O)NCc2ccco2)C(=O)CCC(=O)Nc2ccccn2)c1,u,x
CCCCCCCCCCSc1n[nH]c(N)n1,u,x
CCN(CC)C(=O)CSc1ccccc1N,-14%,1
CCOc1ccc(OCC(=O)Nc2ccc(S(=O)(=O)Nc3cc(C)nc(C)n3)cc2)cc1,i,-5
COc1cc2nc(NCCCN3CCN(C)CC3)n3nc(-c4ccccc4)nc3c2cc1OC,i,x
Cc1noc(C)c1C(=O)NCCc1ccc(Cl)cc1,u,x

# Assay outcomes deposited in PubChem BioAssay by National Center for Advancing Translational Sciences (NCATS).

# Only part of the results is shown; the hit share may differ from the screen's.
